# Compound activity (PubChem BioAssay)
# aSyn UTR inh: MLPCN primary screen, SNCA 5' untranslated region; inhibition, % (tested at 7.5 µM); AID 1813; alpha-synuclein 5'UTR reporter, inhibitor activity; actives 0.82% (n = 300,000); in the data active means inhibition above about 60%;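 further: H4 neuroglioblastoma cells stably carrying SNCA 5'UTR luciferase fusion; 0% = DMSO wells and 100% = positive control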
# IEC-6 tox: counter-screen for KLF5 inhibitors: cytotoxicity in IEC-6 cells; IEC-6 cytotoxicity, luminescence viability; inhibition, % at 5 µM; actives 0.78% (n = 290,000); AID 1825; in the data active means inhibition above about 22%;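 further: 0% = plate median of test compound wells and 100% = cytotoxic reference compound wells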
# SKKanGAS inh: blocks kanamycin growth of S. pyogenes SKKanGAS strain. BacTiter-Glo, 6 h. inhibition, % at 7.5 µM. actives 1.3% (n = 300,000). AID 1662;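 active means mean replicate score, as percent of positive control median, at least 50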;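 further: strain carries kanamycin resistance gene driven by streptokinase promoter and grows in 40 µg/ml kanamycin; loss of luminescence reflects streptokinase promoter inhibition or plain growth inhibition; 0% = median of DMSO wells and 100% = positive control at its reference dose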
# HSF1 activator: increases HSF-1 driven luciferase reporter signal; activation, % at 9 µM; actives 1.7% (n = 300,000); AID 504408; NIH3T3-HGL HSF-1 luciferase reporter, MG132, 8 h; 100% = twice DMSO control signal;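 active means mean replicate activation of at least 50% with a set share of replicates each reaching 50%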;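 further: 0% = median of the neutral control wells and 100% = twice that signal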
# HSF1 inh: HSF1 inhibition; actives 0.77% (n = 300,000); activity change, negative = inhibition, % at 7.5 µM (by protocol); NIH3T3-HGL HSE-luciferase, MG132-induced, luminescence 8 h; active compounds read low;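 active means more than half of replicate wells show activity change below -50%, luminescence cut by over half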;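 further: luciferase reports HSF-1 transcriptional activity via heat shock element; 0% = median of DMSO wells and -100% = zero luminescence signal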
# HIF activator: HIF pathway transcriptional activation | AID 1910 | actives 0.32% (n = 300,000) | activation, % at 7.5 µM (by protocol) | U2OS HRE-luciferase reporter, luminescence; normalized: DMSO 0%, desferrioxamine 100%;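 active means mean activation of at least 10% of the iron chelator positive control signal, with at least half of replicates also reaching 10%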
# Platelet DG rel: platelet dense granule release activity. actives 0.22% (n = 300,000). human platelet-rich plasma, SFLLRN dense granule ATP release, luminescence. inhibition, %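 (compounds screened at 7.5 µM in platelet-rich plasma)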;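 active means mean replicate score, as percent of positive control, at or above 50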
# HSP90 inh: blocks HSP90-mediated luciferase refolding in reticulocyte lysate. Rabbit reticulocyte lysate, luciferase refolding luminescence, 3 h. inhibition, % at 5.6 µM. actives 0.91% (n = 290,000). AID 1789;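 active means inhibition above the screen-wide mean plus 3 SD, computed separately per campaign, cut at about 16% in these data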;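 further: 0% = DMSO wells and 100% = 60 µM geldanamycin wells; inhibitors lower the luminescence because luciferase stays unfolded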
# AI-2 QS modul: modulates the Vibrio harveyi AI-2 quorum sensing system; Vibrio harveyi JMH597 AI-2 luminescence/OD600 ratio, 9 h; active compounds read low; strain lacks LuxN and CqsS sensors; 0 = neutral-control median; actives 0.4% (n = 300,000); activity change, % at 7.5 µM; in the data active means activity change below about -75%, passing the limit was not always enough;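 further: luminescence divided by OD600 gain over 9 h not by final OD600 alone; inactives centre near 13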
# KLF5 inh: inhibitors of KLF5 expression; DLD-1 KLF5 promoter-luciferase reporter, luminescence; inhibition, % at 5 µM; actives 0.23% (n = 290,000); AID 1700;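 active means inhibition above a per-plate limit of that plate's mean compound inhibition plus 3 SD, cut at about 60% in these data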;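 further: 0% = DMSO wells and 100% = LY294002 at 200 µM; higher means less KLF5 promoter-driven luciferase light; inactives centre near -14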
# The depositor's hits bear a star; nt = not tested or not shown. The order is random; overall some 6% were active at least once.
SMILES,aSyn UTR inh,IEC-6 tox,SKKanGAS inh,HSF1 activator,HSF1 inh,HIF activator,Platelet DG rel,HSP90 inh,AI-2 QS modul,KLF5 inh
COc1ccccc1NC(=O)C(=O)c1cn(CC(=O)N2CCCC2)c2ccccc12,4.1,-0.2,-1.8,5.2,-2.2,-0.2,6.9,-6.0,10.9,-63.2
CCc1ccc2c(c1)cc(CN(C(=S)Nc1ccccc1C)C1CC1)c1nnnn12,25.9,-2.0,-2.0,9.5,17.0,0.1,1.4,0.4,25.6,2.7
COc1cccc(-c2c(C(=O)N/N=C/c3ccsc3)nnn2-c2nonc2N)c1,-3.6,2.5,-1.8,7.3,-1.8,nt,14.2,2.2,23.4,4.0
CC1CC(C)CN(C(=O)C(C)N(C)CC(=O)Nc2ccccc2Cl)C1 (stereo unspecified),nt,-7.0,nt,nt,nt,nt,nt,-1.6,9.6,0.3
O=C(CCCO)NNc1c2ccccc2nc2ccccc12,-12.9,6.7,0.8,2.5,-1.4,0.0,7.1,6.2,11.9,-14.4
COc1ccc(/C=C/C(=O)Nc2cc(C(F)(F)F)ccc2Cl)cc1OC,16.7,3.4,-6.3,8.8,-1.1,0.1,-0.2,-1.0,29.1,1.8
Fc1ccc(NC(=S)NCCN2CCOCC2)cc1,7.0,-2.7,-13.7,-0.3,9.5,0.3,-0.3,0.2,10.7,-2.0
O=C(O)/C=C/C(=O)NNc1ccc([N+](=O)[O-])cc1,13.5,-3.5,-7.3,11.3,8.4,0.0,7.1,0.8,-2.8,11.7
O=C(NC1CCCCC1)C1CCN(S(=O)(=O)c2cccc3nonc23)CC1,2.9,-4.1,4.5,-0.1,0.1,-0.1,4.1,-5.8,10.4,0.5
CCC/C(=N\NC(=O)CNC(=O)/C=C/c1ccco1)c1ccccc1,-4.8,0.3,30.3,-6.0,-1.2,-0.3,-2.4,-1.4,13.7,-12.6
O=C(CSc1nnnn1-c1ccccc1)c1ccc(O)cc1O,-31.0,-3.8,0.7,12.8,1.3,-0.5,0.5,-0.9,2.8,-28.1
N#Cc1ccc(C(=O)NC23CC4CC(CC(C4)C2)C3)cc1,4.0,4.2,-3.2,1.3,-5.0,-4.2,-4.6,-5.4,24.1,-1.8
Cc1ccc(NC(=S)Nc2ccc(S(=O)(=O)Nc3ncccn3)cc2)c(C)c1,-0.5,3.0,-20.5,6.9,-5.5,0.1,8.5,2.9,4.2,-15.4
Cc1cccc(NC(=O)CSCC(=O)N(C)CCOc2ccc(Cl)cc2)c1,-3.3,nt,-1.8,-9.6,-0.5,-0.5,4.0,nt,142.7,nt
O=C(/C=C/c1cc2c(cc1Br)OCO2)NCc1ccc(Cl)cc1,10.2,-5.2,-5.2,4.5,5.0,-0.3,-11.9,-0.7,26.5,-23.9
C/C=C\C=C/C(=O)Nc1cccc(C2=NOC3(C2)C[C@@H](C(N)=O)N(C(=O)C2(C)CC2)C3)c1 (stereo partly specified),-3.6,nt,7.7,nt,-2.7,-0.7,5.8,nt,11.6,nt
CN(C)CCNC(=O)c1c(NC(=O)c2ccccc2)sc2c1CCCC2,-54.1,3.8,0.8,-18.4,4.7,1.1,-10.5,-2.3,4.5,-12.1
CCOC(=O)Nc1cccnc1Sc1ccc(Cl)cc1,36.6,nt,-5.3,4.4,3.1,0.6,0.9,nt,17.0,nt
O=C(CN1C(=O)/C(=C/c2ccc(C(F)(F)F)cc2)Sc2ccccc21)NCCCN1CCOCC1,-35.4,-7.1,-2.9,2.0,4.6,0.3,0.5,-1.6,2.7,-25.6
COC(CNC(=O)c1cccnc1)OC,-0.1,-8.5,-1.9,-8.6,-8.3,-0.8,-1.3,-1.9,7.8,-6.2
O=C(Cc1n[nH]c(=O)c2ccccc12)NC(c1ccccc1)c1ccccc1,-14.8,-9.5,-8.9,3.7,2.9,-0.6,1.0,4.3,16.6,-8.3
COc1ccc(NC(=O)CN(C)CC(=O)Nc2ccccc2SC)cc1,-10.0,6.4,-5.4,-23.0,-1.6,-0.2,9.7,1.2,14.9,-1.6
COc1ccc(CN(CCC(c2ccco2)C(C)C)C(C)=O)cc1OC (stereo unspecified),nt,1.1,-4.5,nt,nt,nt,nt,1.5,12.5,-4.5
CCOc1ccccc1OCC(=O)OCC(=O)NNC(=O)c1ccc([N+](=O)[O-])cc1,-0.7,-0.1,-3.6,-5.9,-9.0,0.0,0.9,-3.5,25.9,-18.4
O=C1CCCN1c1ccc(S(=O)(=O)N2CCCCC2)cc1[N+](=O)[O-],0.3,1.9,3.6,-3.0,-4.1,0.0,0.2,-0.7,3.4,-5.5
CCN1C(=O)/C(=C/c2ccc(C)s2)SC1=Nc1ccc(OC)cc1,18.6,-1.5,19.2,12.2,-1.2,0.4,-0.2,-1.5,19.8,-0.8
COC(=O)N1[C@H](C)C=C[C@]1(Cc1ccccc1)C(=O)NCCCNc1ncc(C(F)(F)F)cc1Cl,-26.5,nt,3.4,22.4,10.4,0.1,-0.7,nt,9.8,nt
CC(C)[C@@H](C(=O)N1CCNCC1)n1cc(CCO)nn1,23.9,-1.6,1.6,-7.2,-8.5,0.3,-1.9,4.5,26.8,-2.1
CSc1ccccc1OCc1cc(C(=O)NCCc2ccco2)no1,-40.2,0.8,-1.8,-22.5,2.7,0.5,-1.2,-1.3,16.6,-43.9
O=S(=O)(Nc1nc2ccccc2[nH]1)c1ccc(Cl)cc1,6.5,6.6,2.7,14.9,-4.1,0.4,0.2,1.8,12.9,-23.1
COC(CNS(=O)(=O)c1ccc(S(=O)(=O)NC2CC2)cc1)OC,3.2,-4.2,1.0,-9.5,2.3,0.0,-0.5,-4.4,8.2,-59.0
COc1ccc(C(c2sc3nc(C)nn3c2O)N2CCN(Cc3ccccc3)CC2)cc1OC (stereo unspecified),-1.2,-5.2,-4.9,-12.2,2.5,-0.5,1.2,-4.2,25.0,-29.0
COc1cc([N+](=O)[O-])ccc1NC(=O)NCC1CCN(Cc2ccc(Cl)cc2)CC1,1.7,4.5,0.7,-5.0,1.8,-12.1,-5.6,5.2,23.9,-11.2
NC(=O)c1ccccc1N,3.9,nt,-0.3,-5.5,-0.1,0.4,-1.1,nt,21.5,nt
CCN1CCN(c2nc3c(c(=O)[nH]c(=O)n3C)n2CCCSc2ncccn2)CC1,-27.7,-4.2,3.1,1.7,-4.2,-0.4,-1.1,-1.7,16.8,0.6
C/C(=C\c1ccccc1)C(=O)N1CCN(Cc2ccc3c(c2)OCO3)CC1,-5.2,3.1,-3.4,3.9,1.3,-1.5,-3.9,0.2,1.3,-2.4
Cc1ccc(N2C(=O)c3ccc(C(=O)N4CCN(Cc5ccccc5)CC4)cc3C2=O)cc1,1.3,-6.7,1.1,0.8,-9.1,0.1,-1.7,-2.8,13.1,-17.4
CCOc1cc(NC(=S)NCCCOC)c(OCC)cc1NC(=O)c1cccs1,2.6,0.0,5.6,16.8,20.5,-0.1,-2.6,-1.8,8.6,-20.9
O=C(Nc1ccc(S(=O)(=O)NCc2ccccc2)cc1)c1ccccc1[N+](=O)[O-],27.9,2.3,5.3,1.2,-0.1,-0.1,-6.8,0.8,1.4,-4.3
COc1ccc(-n2c(SCC(=O)Nc3nccs3)nc3c(c2=O)SC(C)C3)cc1 (stereo unspecified),5.0,7.5,-0.9,-1.1,2.6,0.0,1.0,-3.5,40.8,1.7
COc1nc(OC/C(N)=N/O)nc(N2CCOCC2)n1,-3.0,-3.1,0.8,14.7,-1.2,-1.2,-1.4,3.6,5.5,-12.4
Cn1c(SCC(=O)NC2CCCCCC2)nnc1-c1ccco1,8.2,0.4,0.5,9.1,-2.0,-0.2,-5.1,-3.3,37.7,-2.1
CCOC(=O)N1CCN(S(=O)(=O)c2ccc3c(c2)OCC(=O)N3)CC1,-3.9,-1.9,-3.1,-61.7,-51.9*,0.3,-1.7,6.3,41.3,-3.4
COc1cccc(-n2nnnc2SCC(=O)Nc2ccc(C(C)=O)cc2)c1,2.4,0.3,0.7,0.6,-1.1,0.9,-3.2,4.5,45.9,-5.1
COc1ccc(C(=O)N2CCN(S(=O)(=O)c3ccccc3)CC2)c(OC)c1,10.0,-13.4,-0.7,-6.7,-6.0,-0.1,-14.6,-3.5,11.7,-15.8
CCOC(=O)c1ccc(NC(=O)c2c(C)[nH]c(C(=O)OCC)c2C)cc1,32.6,-10.6,0.8,-7.9,-4.6,-0.1,7.8,-5.0,23.0,-34.0
CCN1C(=C(C#N)C#N)C=Cc2cc(C)ccc21,-16.9,11.8,-10.9,8.5,2.3,-0.1,-7.1,-3.9,20.9,5.7
Cc1cc(Cl)ccc1OCCCC(=O)Nc1cccnc1,0.2,-0.4,-3.1,-3.7,2.3,-0.3,-22.2,1.5,9.6,12.1
Cc1ccc(-c2nc3ccc([N+](=O)[O-])cc3[nH]2)cc1,-37.7,-12.9,-1.9,60.7*,49.8,-5.3,-0.4,24.6*,48.9,-44.4
CCN(CC)S(=O)(=O)c1ccc2oc(SCC(=O)Nc3cc(C)on3)nc2c1,20.3,nt,1.5,0.1,-5.0,0.8,-10.8,nt,35.3,nt
CCOc1ccc(C(=O)N/N=C/c2cc([N+](=O)[O-])cs2)cc1,22.6,-3.1,-2.2,7.8,6.7,-0.1,-11.9,5.2,22.8,-10.8
CC(C)n1nccc1N(Cc1ccc(Cl)cc1)S(=O)(=O)c1ccccc1,36.5,1.9,5.0,20.5,8.7,-0.1,-4.5,0.8,0.2,-6.6
CCOc1ccc(CCNC(=O)C2CCN(S(=O)(=O)N3CCCCC3)CC2)cc1OCC,9.1,-1.4,-2.4,3.6,-4.4,-0.2,-7.2,2.7,29.2,-15.9
COc1ccc(-c2nc(-c3cccs3)c(-c3cccs3)[nH]2)cc1OC,-25.3,2.1,67.6*,11.6,12.9,0.5,-1.7,-0.4,-2.4,-12.3
COc1ccccc1OCc1nc2ccccc2[nH]1,-69.6,-1.7,-16.3,58.2*,30.3,0.9,0.1,0.1,47.9,-158.2
CCCN(CCC)C(=O)Cc1ccc(F)cc1,-11.1,0.1,-0.4,-4.5,-3.5,0.0,-0.7,1.4,22.6,-24.3
CC(C)CN(CCNC(=O)c1cn(C)c2ccc(S(=O)(=O)N3CCCC3)cc2c1=O)CC(C)C,6.6,-1.9,6.0,-6.4,-7.8,183.9*,-11.2,-3.5,19.6,-9.4
Cc1ccc(C(=O)N/C(=C/c2cccnc2)C(=O)NCc2ccco2)cc1,-25.8,12.1,1.2,-1.9,-3.5,0.1,5.1,-3.1,6.9,-23.2
COc1ccc(C(CNC(=O)c2ccc(-c3ccccc3)cc2)N(C)C)cc1OC (stereo unspecified),-13.4,0.9,1.3,-4.6,7.5,1.6,1.9,-0.5,13.0,-23.6
CC1(C)SC(=S)N(/N=C/c2cccnc2)C1N(O)C(=O)Nc1ccccc1 (stereo unspecified),-22.9,1.7,1.1,-10.1,-2.2,-0.2,-21.3,-6.6,5.9,-8.9
CCN1CCN(Cc2ccc(NC(=O)c3cc(NC(=O)c4nccnc4N)cc(OC)c3)cc2C(F)(F)F)CC1,-23.3,nt,0.9,-10.9,1.6,1.4,2.1,nt,-8.4,nt
